Source: PubChem
EBNA-1 inh: EBNA-1 DNA-binding inhibitors, primary screen, biochemical, fluorescence polarization | 300,000 compounds, 0.34% hits | inhibition, % at 14.8 µM; in the data active means inhibition above about 28%
PREPL inhibitor: PREPL enzyme inhibitors, primary screen, biochemical, fluorescence polarization. Prolyl endopeptidase-like (Homo sapiens), Q4J6C6. recombinant PREPL, fluorescence polarization activity-based probe. inhibition, % at 5.96 µM. 320,000 compounds, 0.68% hits. AID 2751, 2010; in the data active means inhibition above about 43%;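 further: 0% = enzyme with DMSO and 100% = wells lacking enzyme; many of its hits are not listed in these tables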
TPT1 inhibitor: Candida albicans TPT1 enzyme inhibitors, primary screen, biochemical, fluorescence polarization; 300,000 compounds, 0.81% hits; tRNA 2'-phosphotransferase TPT1 (Candida albicans SC5314); AID 1962, 2009; inhibition, % at 5 µM; recombinant caTPT1, FP RNA substrate dephosphorylation;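 active means inhibition above the mean of all tested compounds plus 3 SD, set per screening campaign, cut at about 24% in these data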;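 further: plate controls were DMSO alone for no effect and ferristatin control at 100 nM for full effect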
core dimer inh: inhibitors of HCV core protein dimerization, primary screen, biochemical, TR-FRET, high-throughput; TR-FRET GST/Flag-core106 dimerization, 1536-well; 300,000 compounds, 0.33% hits; inhibition, % at 5 µM;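 active means inhibition above the mean of all tested compounds plus 3 SD, set per screening campaign, cut at about 45% in these data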
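Assay system: Tagged HCV core106 pair (GST and Flag) | Buffer or medium: KF-containing HEPES buffer, pH 7.45, DTT, CHAPS, BSA | Also added: Eu donor and XL665 acceptor anti-tag antibodies | Dosing: One concentration, 5 µM, in 0.5% DMSO | Timing: 4 h at 22.5 °C | Technique: TR-FRET 671 and 617 nm emission | Repeats: Singlicate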
PP1 counter: PP1-alpha phosphatase inhibitors, primary screen, counter-screen for PP5 inhibitor project, biochemical, fluorescence, OMFP substrate, single point; Serine/threonine-protein phosphatase PP1-alpha catalytic subunit (Homo sapiens), P62136; purified PP1alpha; inhibition, % at 6.7 µM; 320,000 compounds, 0.9% hits;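 active means inhibition above the mean inhibition of all tested compounds plus 3 SD, computed separately for each screening campaign, cut at about 15% in these data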
Target sequence (P62136 whole entry, looked up): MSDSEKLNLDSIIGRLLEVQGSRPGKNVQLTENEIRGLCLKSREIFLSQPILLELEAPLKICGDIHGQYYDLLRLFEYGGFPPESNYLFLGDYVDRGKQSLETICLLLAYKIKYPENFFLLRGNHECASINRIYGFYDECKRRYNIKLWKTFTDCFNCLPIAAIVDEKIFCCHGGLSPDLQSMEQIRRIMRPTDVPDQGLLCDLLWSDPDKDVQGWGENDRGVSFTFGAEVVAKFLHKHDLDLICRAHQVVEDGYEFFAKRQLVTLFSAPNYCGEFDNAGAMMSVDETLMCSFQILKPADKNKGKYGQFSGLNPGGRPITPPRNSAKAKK
ZTA DNA inh: ZTA (EBV) inhibition in EBNA-1 counter-screen; inhibition, % at 11 µM; P03206; 320,000 compounds, 0.15% hits; ZTA-DNA binding, fluorescence polarization; in the data active means inhibition above about 33%
Target sequence (P03206 whole entry, looked up): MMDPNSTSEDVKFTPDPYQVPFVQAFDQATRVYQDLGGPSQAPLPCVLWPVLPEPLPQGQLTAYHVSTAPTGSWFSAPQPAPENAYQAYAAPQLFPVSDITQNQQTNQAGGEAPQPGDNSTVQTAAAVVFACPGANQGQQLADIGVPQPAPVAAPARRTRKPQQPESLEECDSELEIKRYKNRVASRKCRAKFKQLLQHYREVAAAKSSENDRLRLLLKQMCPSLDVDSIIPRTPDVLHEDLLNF
CTSL1 counter: Fasciola hepatica cathepsin L1 inhibitors, primary screen, counter-screen for PFM18AAP inhibitor project, biochemical, QFRET, fluorogenic peptide substrate | recombinant F. hepatica cathepsin L1, Z-Leu-Arg-MCA fluorescence | inhibition, % at 5.96 µM | 300,000 compounds, 0.49% hits | AID 1906, 2009;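 active means inhibition above the mean of all tested compounds plus 3 SD, set per screening campaign, cut at about 17% in these data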;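 further: 0% = plate median of test compound wells and 100% = 1 µM Z-Phe-Ala-diazomethylketone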
PP5 inh: PP5 phosphatase inhibitors, primary screen, biochemical, fluorescence | purified PP5c, OMFP substrate fluorescence | inhibition, % at 6.7 µM | 320,000 compounds, 0.18% hits | Serine/threonine-protein phosphatase 5 (Homo sapiens), P53041;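 active means inhibition above the campaign's mean inhibition across all tested compounds plus 3 SD, cut at about 9.5% in these data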;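 further: 0% = DMSO only and 100% = 100 µM cantharidin control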
Target sequence (P53041 whole entry, looked up): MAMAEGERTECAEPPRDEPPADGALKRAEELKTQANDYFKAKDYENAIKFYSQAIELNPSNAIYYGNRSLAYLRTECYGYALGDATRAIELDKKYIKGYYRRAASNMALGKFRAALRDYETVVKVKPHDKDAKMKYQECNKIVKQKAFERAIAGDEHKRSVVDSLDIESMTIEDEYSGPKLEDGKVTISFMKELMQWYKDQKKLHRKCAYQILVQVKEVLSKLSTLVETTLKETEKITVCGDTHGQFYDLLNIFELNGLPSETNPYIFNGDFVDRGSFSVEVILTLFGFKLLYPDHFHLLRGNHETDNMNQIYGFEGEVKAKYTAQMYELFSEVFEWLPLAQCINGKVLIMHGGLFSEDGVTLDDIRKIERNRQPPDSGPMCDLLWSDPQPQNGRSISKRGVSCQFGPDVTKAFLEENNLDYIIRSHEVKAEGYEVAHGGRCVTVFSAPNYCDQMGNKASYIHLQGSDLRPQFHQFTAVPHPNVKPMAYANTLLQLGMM
Efflux pump inh: inhibitors of Candida efflux pumps in yeast, primary screen, S. cerevisiae, Nile Red, multiplex; inhibition, % at 10 µM; 330,000 compounds, 0.44% hits; S. cerevisiae Candida pump triplex;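 active means plate passing quality check with inhibition over a set limit, or well fluorescence over plate mean plus 4 SD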;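 further: Nile Red retained in pooled yeast measured as flow cytometry median fluorescence; 0% = buffer negative control and 100% = Enniatin B positive control; higher means more Nile Red kept so more efflux inhibition; some compounds called inactive have numbers as strong as hits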
Starred values were filed as active, the others as inactive. A portion of the library; the hit share may differ from the screen's.

SMILES	EBNA-1 inh	PREPL inhibitor	TPT1 inhibitor	core dimer inh	PP1 counter	ZTA DNA inh	CTSL1 counter	PP5 inh	Efflux pump inh
CC(C)[C@H](NC(=O)[C@@H]1CSC2c3ccccc3C(=O)N21)C(=O)NC1CCCC1 (some centres undefined)	13	10	-3	2	-4	8	-3	1.0	-0.2
N#Cc1ccccc1CN1C(=O)S/C(=C/c2cccn2-c2ccc(C(=O)O)cc2)C1=O	-4	1	-3	10	2	7	-1	2.8	0.1
COc1cc(-c2cc(=O)c3c(O)c(OC)c(OC)c(OC)c3o2)cc(OC)c1OC	10	11	1	1	-4	-12	0	2.0	-0.2
C=CCn1c(SCC(=O)Nc2nncs2)nnc1-c1ccco1	-11	-5	1	0	-2	-1	-4	-0.8	0.0
CCCN(CCC)CCCNC(=O)CC(C(=O)N1CCc2ccccc21)n1ccnc1 (centres undefined)	-18	16	-1	3	3	-10	-1	1.2	0.0
O=C(O)C1CCN(S(=O)(=O)c2ccc3c(c2)OCCCO3)CC1	0	5	0	-1	-5	6	0	-2.1	0.2
CCC(CC)C(=O)Nc1c(C(=O)N2CCN(c3ccccc3)CC2)oc2ccccc12	-21	12	0	3	5	-3	-9	-4.7	0.2
Nc1nc(C2CCCN2S(=O)(=O)c2ccc(Cl)cc2)cs1 (centres undefined)	6	22	4	0	-2	7	-1	-1.2	0.2
CC(=O)C1=C(C)NC(SCC(=O)c2ccc(F)cc2)=C(C#N)C1CC(C)C (centres undefined)	3	24	1	4	4	1	-3	2.8	0.1
O=C(COc1ccccc1Cl)NC(=S)N1CCc2ccccc21	-3	10	-1	0	-1	6	-1	1.8	0.1
COc1cccc(NC(=O)CCNS(=O)(=O)c2ccc3c(c2)CC(C)N3C(=O)C2CC2)c1 (centres undefined)	4	-2	2	9	1	18	0	1.3	-0.1
O=C(C(F)C(F)(F)F)N1CCN(c2ccccc2)CC1 (centres undefined)	3	-11	-2	2	-3	-3	-3	-0.4	0.1
COc1ccc(-c2nc(CN(Cc3cnn(C)c3)C(C)C)c(C)o2)c(OC)c1	-12	-4	-2	6	-1	0	0	1.8	-0.1
CC1=NN(C(=S)Nc2ccccc2)C(C)(C)C1	-10	-1	-6	1	0	-7	2	3.8	-0.1
Cc1ccc(NC(=O)COC(=O)Cn2cnc3c2c(=O)n(C)c(=O)n3C)cc1Cl	8	17	0	-1	-1	10	0	0.5	0.0
Cc1oc2c(CN3CCCCC3)c(O)ccc2c(=O)c1-c1ccc(Cl)cc1	12	-15	0	1	1	10	0	-2.6	-0.3
CCCCCC(=O)NC(=S)NNC(=O)c1ccc([N+](=O)[O-])cc1	7	-1	1	2	-3	10	-2	1.2	0.1
Cc1onc(-c2ccccc2)c1-c1ccnn1S(=O)(=O)c1ccc(Cl)cc1	-5	-21	3	3	0	-4	10	0.3	-0.1
O=C1c2ccc(Oc3ccc([N+](=O)[O-])cc3)cc2C(=O)N1c1ccncc1	0	4	-2	10	-2	12	3	0.9	-0.1
COc1ccc(CSc2nncn2N)cc1Br	3	4	-1	-10	-2	14	19*	-3.1	-0.1
COc1ccccc1Nc1nc(N)nc(CCl)n1	-7	1	1	0	-2	1	-3	-0.1	0.2
CC(Oc1ccc(Cl)cc1)C(=O)Nc1ccccc1C(=O)N1CCOCC1 (centres undefined)	3	1	0	8	2	-8	-3	-0.1	-0.1
Cc1cc(C)c(NC(=O)C2=CCN(S(=O)(=O)c3ccc(F)cc3)CC2)c(C)c1	17	3	0	3	-3	-18	0	2.1	-0.2
Cc1cc(-c2ccccc2)c2c(=O)[nH][nH]c2n1	1	13	4	-7	1	10	3	-2.6	0.1
Cc1ccsc1/C=C(\CC(=O)O)c1nc2ccccc2o1	3	1	1	1	1	11	5	-2.1	-0.4
CCOC(=O)C1CCCN(C(=O)C2CCN(S(=O)(=O)CC)CC2)C1 (centres undefined)	-13	2	1	0	-5	0	3	0.2	0.0
CCCn1c(NC(=O)C2CCN(C(=O)c3ccc(F)cc3)CC2)nc2ccccc21	-8	18	4	8	-2	-8	1	2.0	0.1
CC(=O)Nc1ccc(NC(=O)CNC(=O)c2cccc(C)c2)cc1	-25	-2	1	-18	7	-9	-3	2.8	1.1
Cc1cc(C)c(S(=O)(=O)N2CCCOC2CNC(=O)C(=O)NCCC2=CCCCC2)c(C)c1 (centres undefined)	-3	9	-3	5	-7	-13	12	-3.8	0.1
O=C(/C=C/NCc1cccnc1)C(F)(F)C(F)(F)F	-6	13	-3	-1	3	-12	-3	1.2	-0.2

Rewritten as labelled records: part of the list above
Cc1cc(-c2ccccc2)c2c(=O)[nH][nH]c2n1
  EBNA-1 inh: 1 | PREPL inhibitor: 13 | TPT1 inhibitor: 4 | core dimer inh: -7 | PP1 counter: 1 | ZTA DNA inh: 10 | CTSL1 counter: 3 | PP5 inh: -2.6 | Efflux pump inh: 0.1
Cc1ccsc1/C=C(\CC(=O)O)c1nc2ccccc2o1
  EBNA-1 inh: 3 | PREPL inhibitor: 1 | TPT1 inhibitor: 1 | core dimer inh: 1 | PP1 counter: 1 | ZTA DNA inh: 11 | CTSL1 counter: 5 | PP5 inh: -2.1 | Efflux pump inh: -0.4
CCOC(=O)C1CCCN(C(=O)C2CCN(S(=O)(=O)CC)CC2)C1 (centres undefined)
  EBNA-1 inh: -13 | PREPL inhibitor: 2 | TPT1 inhibitor: 1 | core dimer inh: 0 | PP1 counter: -5 | ZTA DNA inh: 0 | CTSL1 counter: 3 | PP5 inh: 0.2 | Efflux pump inh: 0.0
CCCn1c(NC(=O)C2CCN(C(=O)c3ccc(F)cc3)CC2)nc2ccccc21
  EBNA-1 inh: -8 | PREPL inhibitor: 18 | TPT1 inhibitor: 4 | core dimer inh: 8 | PP1 counter: -2 | ZTA DNA inh: -8 | CTSL1 counter: 1 | PP5 inh: 2.0 | Efflux pump inh: 0.1

Other records
SMILES	EBNA-1 inh	PREPL inhibitor	TPT1 inhibitor	core dimer inh	PP1 counter	ZTA DNA inh	CTSL1 counter	PP5 inh	Efflux pump inh
COc1ccc(-c2oc3ncnc(NCCCN(C)C)c3c2-c2ccc(OC)cc2)cc1	1	43	-2	-5	5	4	1	1.7	-0.1
Cc1cccc(NC(=S)NC(NC(=O)OCc2ccccc2)C(Cl)(Cl)Cl)c1 (centres undefined)	3	1	-1	-121	4	-8	2	1.7	0.0
COc1cccc(C(=O)NCC(=O)OCC(=O)c2ccccc2)c1	1	2	1	10	0	6	-14	3.3	0.0
O=S(=O)(c1cnc[nH]1)N1CCCCCC1	12	6	-1	-3	-3	3	-7	-3.0	-0.1
Cc1ccc(-c2c3c(=O)n(C)c(=O)n(C)c3cn2Cc2cccnc2)cc1	-13	10	2	1	-4	1	1	1.2	0.2
O=C(NC(=S)Nc1ccc(F)cc1)c1ccc2c(c1)OCCO2	-3	2	-3	4	4	9	-3	3.4	0.0
COC(=O)CN1CCN(C(=O)c2ccc(F)cc2)c2ccccc2C1	0	1	-2	3	-2	6	0	1.3	0.0
COc1ccc(C(=O)Nc2nc(N)n(-c3ccccc3)n2)cc1	-15	2	-1	5	1	13	-3	-1.5	-0.2
Cc1nc(CN2CCN(C(=O)NC3(c4ccccc4)CC3)CC2)cs1	5	14	-6	-1	1	6	1	0.3	-0.2
O=c1[nH]cnc2c1ncn2[C@@H]1O[C@H](CO)[C@@H](O)[C@H]1O	11	-6	-2	3	1	9	-1	1.9	0.0
O=C(Oc1ccccc1Cl)c1ccccc1P(=O)(O)O	8	9	0	-4	-2	-1	4	3.2	-0.2
CCOC(=O)c1c(C)[nH]c(C2=NNC(=NC(C)COC)SC2)c1C (centres undefined)	1	-3	1	-2	-5	12	9	-1.3	-0.1
Cc1ccc(/C=N/N2C(=S)SC(C)(C)C2N(O)C(=O)Nc2ccc([N+](=O)[O-])cc2)cc1 (centres undefined)	1	-24	1	-2	3	-3	3	3.9	-0.1
OCCCN1CCN(CCCOc2ccccc2-c2ccccc2)CC1	7	-28	-2	0	6	18	-3	3.1	0.1
CC1(C)CC(=O)C=C(NCc2ccccc2)C1	-7	-6	2	-4	-3	-11	-1	1.3	0.0
O=C(NC1=NCCS1)c1ccc(Cl)s1	-1	1	3	-1	-8	0	0	3.6	-0.1
COc1ccc2c(c1)CCc1c(C(=O)NC3CCCCC3)noc1-2	-15	5	-2	0	-2	7	5	0.1	0.2
COc1cc(/C=C/C(=O)O)cc(S(=O)(=O)Nc2ccc3c(c2)OCO3)c1OC	-10	13	-1	3	4	0	-12	-1.4	0.3
COC(=O)c1cc(S(=O)(=O)N2CCCCC2)c[nH]1	-10	-3	-2	-8	1	-33	3	4.8	-0.1
O=C(c1ccc2c(c1)OCO2)N1CCOCC1	1	2	-2	-6	0	-12	2	-0.5	-0.1

Part of the list above, with two lines to a compound.
The line under a structure holds: EBNA-1 inh, PREPL inhibitor, TPT1 inhibitor, core dimer inh, PP1 counter, ZTA DNA inh, CTSL1 counter, PP5 inh, Efflux pump inh
> O=C(Oc1ccccc1Cl)c1ccccc1P(=O)(O)O
→ 8, 9, 0, -4, -2, -1, 4, 3.2, -0.2
> CCOC(=O)c1c(C)[nH]c(C2=NNC(=NC(C)COC)SC2)c1C (centres undefined)
→ 1, -3, 1, -2, -5, 12, 9, -1.3, -0.1
> Cc1ccc(/C=N/N2C(=S)SC(C)(C)C2N(O)C(=O)Nc2ccc([N+](=O)[O-])cc2)cc1 (centres undefined)
→ 1, -24, 1, -2, 3, -3, 3, 3.9, -0.1

(listing goes on)
SMILES	EBNA-1 inh	PREPL inhibitor	TPT1 inhibitor	core dimer inh	PP1 counter	ZTA DNA inh	CTSL1 counter	PP5 inh	Efflux pump inh
CNC(=O)c1c(NC(=O)c2ccc(N3C(=O)CCC3=O)cc2)sc2c1CCC(C)C2 (centres undefined)	2	17	-2	-4	4	-3	-1	5.7	0.0
O=C(CCCCCCCC(=O)NNC(=O)Nc1ccccc1)NNC(=O)Nc1ccccc1	24	-9	2	1	-1	-3	0	-2.5	-0.4
CC1(C)SCC2C(=O)N3C(CSC3(C)C)C(=O)N21 (centres undefined)	-4	-13	1	-1	3	5	1	0.5	0.0
O=C(CN=C1NS(=O)(=O)c2ccccc21)OCC(=O)c1ccccc1	2	-9	0	-3	-2	-2	-3	-1.6	0.2
O=C(CNC(=O)c1ccco1)NCC(=O)OCc1c(F)cccc1Cl	-1	0	1	-3	-1	8	1	-2.2	-0.1
C/C(N)=C(/C#N)C(=O)CSc1nc2ccccc2c(=O)n1CCCOC(C)C	5	-4	4	-1	-1	4	3	1.5	-0.1
Cc1c2ccccc2c(C)c2c1ccc1ccccc12	-2	17	-2	-7	1	-6	-5	1.3	-0.2
Cc1cc(=O)[nH]c(SCC(=O)c2ccc(C(C)C)cc2)n1	6	2	-4	-5	1	-8	0	0.5	0.0
COc1ccc(C2Nc3ccccc3NC3=C2C(=O)CC(C)(C)C3)cc1 (centres undefined)	-11	2	-3	-3	1	17	0	2.5	-0.2
